ROC1-CUL1 inh: blocks human RBX1-Cullin-1 di-ubiquitin formation. in vitro K48 di-Ub FRET, acceptor:donor ratio, 45 min. inhibition, % at 10 µM. 0.6% of 140,000 active; in the data active = inhibition above about 25%
Target sequence (P62877 whole entry, looked up): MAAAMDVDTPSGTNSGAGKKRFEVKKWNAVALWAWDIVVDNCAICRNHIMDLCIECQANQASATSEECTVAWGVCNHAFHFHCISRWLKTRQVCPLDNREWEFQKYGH
Target sequence (Q13616 whole entry, looked up): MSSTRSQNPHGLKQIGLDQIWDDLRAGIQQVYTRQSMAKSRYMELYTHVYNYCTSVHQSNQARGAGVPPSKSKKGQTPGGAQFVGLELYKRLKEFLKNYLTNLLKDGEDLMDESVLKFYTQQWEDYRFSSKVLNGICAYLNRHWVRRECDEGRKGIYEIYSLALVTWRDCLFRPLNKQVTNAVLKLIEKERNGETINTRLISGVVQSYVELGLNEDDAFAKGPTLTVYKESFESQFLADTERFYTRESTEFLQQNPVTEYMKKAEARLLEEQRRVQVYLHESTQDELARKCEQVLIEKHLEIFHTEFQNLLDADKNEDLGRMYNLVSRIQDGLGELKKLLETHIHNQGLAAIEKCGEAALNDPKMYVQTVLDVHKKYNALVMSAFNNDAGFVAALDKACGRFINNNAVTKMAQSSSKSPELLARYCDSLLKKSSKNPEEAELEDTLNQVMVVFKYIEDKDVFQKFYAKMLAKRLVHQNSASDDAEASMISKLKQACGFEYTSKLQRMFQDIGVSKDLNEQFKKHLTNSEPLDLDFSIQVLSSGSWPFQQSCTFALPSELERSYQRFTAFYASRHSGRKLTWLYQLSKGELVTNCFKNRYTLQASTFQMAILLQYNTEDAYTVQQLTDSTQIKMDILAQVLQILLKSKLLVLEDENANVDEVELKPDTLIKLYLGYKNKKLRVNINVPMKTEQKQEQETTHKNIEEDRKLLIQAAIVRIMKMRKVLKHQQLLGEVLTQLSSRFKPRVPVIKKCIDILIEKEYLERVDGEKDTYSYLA
The depositor's hits bear a star; & = joins results of further samples. Not all compounds are listed; rates above refer to the full screens.

For CSC1=N/C(=C\c2ccc(OC3CCCC3)cc2)C(=O)S1 the results were ROC1-CUL1 inh 5.
Screening COC(=O)CCC(=O)NC(=S)Nc1ccc(S(=O)(=O)Nc2cc(OC)nc(OC)n2)cc1 returned ROC1-CUL1 inh -8.
Screening O=C(Nc1ccc(C(F)(F)F)cc1)c1cc(F)c(Cl)nc1Cl returned ROC1-CUL1 inh -4.
For Cc1ccc(NS(C)(=O)=O)c(NS(C)(=O)=O)c1 the results were ROC1-CUL1 inh -9.
For CCSc1nc(C)c(CC(=O)O)c(=O)[nH]1 the results were ROC1-CUL1 inh 12.
Screening C/C(C(=O)c1ccc(F)cc1)=C(/CC(=O)c1ccccc1)c1ccccc1 returned ROC1-CUL1 inh -1.
For Cc1ccc(C)c(NS(=O)(=O)c2cc3c(cc2Cl)NC(=O)CO3)c1 the results were ROC1-CUL1 inh 0.
`Cc1cc(Nc2cc3ccccc3cc2O)n2ncnc2n1` gave ROC1-CUL1 inh 8.
`NC(=O)CCCSC1Cc2cc(Cl)ccc2Sc2ccccc21` (stereo unspecified) gave ROC1-CUL1 inh 2.
For CC(C)c1nccn1Cc1cc(C(=O)NCCC2CCCCO2)n[nH]1 (stereo unspecified) the results were ROC1-CUL1 inh -2.
For CCC(=O)N1c2ccccc2-c2nnc(SC)nc2OC1c1cccc(Br)c1 (stereo unspecified) the results were ROC1-CUL1 inh 10.
For COc1cccc(-c2cc(C(=O)NCc3ccc(F)cc3)no2)c1 the results were ROC1-CUL1 inh 4.
For Cc1ccc(S(=O)(=O)N2CCN(Cc3cc(Br)ccc3O)CC2)cc1 the results were ROC1-CUL1 inh 0.
Screening O=C(CSc1nc2c([nH]c3ccccc32)c(=O)n1-c1ccccc1)Nc1ccccc1F returned ROC1-CUL1 inh -2.
Screening CSc1ccc2c(c1)C=Cc1ccccc1O2 returned ROC1-CUL1 inh -3.
CCOC(=O)c1ccc(NC(=O)CC2C(=O)N(C)C(=S)N2NC(=O)c2ccc(Cl)cc2)cc1 (stereo unspecified) was read as ROC1-CUL1 inh -7.
Screening Cc1ccc(C)c(Cn2cnc3c(cnn3-c3ccc(F)cc3)c2=O)c1 returned ROC1-CUL1 inh 1.
For CCOC(=O)C1Cn2c(nc3c(c2=O)C2(CCCC2)Cc2ccccc2-3)S1 (stereo unspecified) the results were ROC1-CUL1 inh -1.
For CCCC(=O)Nc1ccc(NCc2ccc(C)s2)cc1 the results were ROC1-CUL1 inh 4.
For N=C1C(=O)N(c2ccccc2)N=CC1Cl (stereo unspecified) the results were ROC1-CUL1 inh 5.
O=C(Nc1ccc(OC(F)(F)F)cc1)C1CCCN(S(=O)(=O)c2cccc3nonc23)C1 (stereo unspecified) was read as ROC1-CUL1 inh -3.
CCC(CC)C(=O)Oc1ccc(OC)cc1 was read as ROC1-CUL1 inh 1.
`CN=C1CC=CC=C(C(=O)/C=C/c2ccc3c(c2)OCO3)C1=O` gave ROC1-CUL1 inh 93*.
`Cc1ccc(N2CCN(C(=O)C3CCN(c4ncnc5c4nc4n5CCCCC4)CC3)CC2)c(C)c1` gave ROC1-CUL1 inh 3.
Cc1[nH]n(-c2ccccc2)c(=O)c1C(c1ccc2c(c1)OCO2)c1c(C)[nH]n(-c2ccccc2)c1=O was read as ROC1-CUL1 inh 46*.
Screening O=C1N(Cc2cccnc2)C[C@@H]2C[C@@H](c3ccc(C(F)(F)F)cc3)N3CCC[C@@]123 returned ROC1-CUL1 inh -2.
O=S(=O)(Nc1ccccc1OC(F)(F)C(F)F)c1ccc2ccccc2c1 was read as ROC1-CUL1 inh -2.
For CCOC(=O)c1ccc(NC(=O)CSc2nccn2Cc2ccc(OC)cc2)cc1 the results were ROC1-CUL1 inh 0.
Cc1ccc2nc(N3C(=O)C(=O)C(C(=O)c4cc5ccccc5o4)C3c3ccccc3)sc2c1 (stereo unspecified) was read as ROC1-CUL1 inh -3.
`CCOc1ccc(CCNC(=O)CCCn2c(=O)c3cccn3c3cccnc32)cc1` gave ROC1-CUL1 inh 9.

No new results follow: entries from further up.
O=C(Nc1ccc(OC(F)(F)F)cc1)C1CCCN(S(=O)(=O)c2cccc3nonc23)C1 (stereo unspecified) was read as ROC1-CUL1 inh -3.
CCC(CC)C(=O)Oc1ccc(OC)cc1 was read as ROC1-CUL1 inh 1.

More results
Screening CNC(=O)NNc1ccc(CN2OCC(C)(C)C2=O)c(Cl)c1 returned ROC1-CUL1 inh 9.
For CCOc1ccccc1NS(=O)(=O)c1ccccc1 the results were ROC1-CUL1 inh 5.
Screening CCOc1ccc(NC(=O)CSc2nc3sc4c(c3c(=O)n2-c2cccc(C)c2)CCCC4)cc1 returned ROC1-CUL1 inh -14.
O=C1COc2cc(S(=O)(=O)CCC(=O)N3CCN(c4ccccc4F)CC3)c(Cl)cc2N1 was read as ROC1-CUL1 inh -6.
For C=CCn1c(SCC#N)nc2sc3c(c2c1=O)CCC3 the results were ROC1-CUL1 inh -2.
CC(Oc1cccc(Br)c1)C(=O)N1CCOCC1 (stereo unspecified) was read as ROC1-CUL1 inh 3.
Screening Cc1nc2sccn2c1C(=O)Nc1nc(-c2ccc(F)cc2)cs1 returned ROC1-CUL1 inh -2.
Screening CCn1c(CNC(=O)c2ccc(C)cc2)nnc1SCC(=O)Nc1ccc(Br)c(C)c1 returned ROC1-CUL1 inh 4.
Screening O=C(CC12CC3CC(C1)CC(CC(=O)c1cccs1)(C3)C2)c1cccs1 returned ROC1-CUL1 inh -4.
`COc1ccc(CCNC(=O)Cn2nnc(-c3ccc(C(F)(F)F)cc3)n2)cc1OC` gave ROC1-CUL1 inh -8.
CC1=NC(=S)C(C#N)=C(C(F)(F)F)C1 was read as ROC1-CUL1 inh -1.
Screening CC(C)(C)C1CC2CC(CO)CC(C1)C2O (stereo unspecified) returned ROC1-CUL1 inh 10.
For CCCCOc1ccc(S(=O)(=O)n2nc(C)c(S(=O)(=O)N3CCCCCC3)c2C)cc1 the results were ROC1-CUL1 inh -1.
Screening Cc1ccc(Cl)cc1N1CCN(C(=O)c2cc(S(=O)(=O)N3CCCCCC3)cn2C)CC1 returned ROC1-CUL1 inh 4.
CCOC(=O)C1=C(C)N=c2s/c(=C\c3cc(OC)c(OC)cc3[N+](=O)[O-])c(=O)n2C1c1ccccc1Cl (stereo unspecified) was read as ROC1-CUL1 inh -6.
COc1cc(C2CC(=O)Nc3cc4c(cc32)OCCO4)cc(OC)c1O (stereo unspecified) was read as ROC1-CUL1 inh -4&13.
O=C(CSc1nc2sc3c(c2c(=O)n1-c1ccccc1)CCC3)Nc1ccccc1C(F)(F)F was read as ROC1-CUL1 inh 5.
CCOC(=O)c1sc2nc(C34CC5CC(CC(C5)C3)C4)cc(C(F)(F)F)c2c1N was read as ROC1-CUL1 inh 2.
CCCCn1c(NCc2cc(Cl)ccc2O)nc2ccccc21 was read as ROC1-CUL1 inh -1.
`COc1cc(/C=C2/SC(=O)NC2=O)cc(I)c1O` gave ROC1-CUL1 inh 14.

Nothing new here: 15 of the compounds above.
CC(Oc1cccc(Br)c1)C(=O)N1CCOCC1 (stereo unspecified) was read as ROC1-CUL1 inh 3.
Screening Cc1nc2sccn2c1C(=O)Nc1nc(-c2ccc(F)cc2)cs1 returned ROC1-CUL1 inh -2.
Screening CCn1c(CNC(=O)c2ccc(C)cc2)nnc1SCC(=O)Nc1ccc(Br)c(C)c1 returned ROC1-CUL1 inh 4.
Screening O=C(CC12CC3CC(C1)CC(CC(=O)c1cccs1)(C3)C2)c1cccs1 returned ROC1-CUL1 inh -4.
`COc1ccc(CCNC(=O)Cn2nnc(-c3ccc(C(F)(F)F)cc3)n2)cc1OC` gave ROC1-CUL1 inh -8.
CC1=NC(=S)C(C#N)=C(C(F)(F)F)C1 was read as ROC1-CUL1 inh -1.
Screening CC(C)(C)C1CC2CC(CO)CC(C1)C2O (stereo unspecified) returned ROC1-CUL1 inh 10.
For CCCCOc1ccc(S(=O)(=O)n2nc(C)c(S(=O)(=O)N3CCCCCC3)c2C)cc1 the results were ROC1-CUL1 inh -1.
Screening Cc1ccc(Cl)cc1N1CCN(C(=O)c2cc(S(=O)(=O)N3CCCCCC3)cn2C)CC1 returned ROC1-CUL1 inh 4.
CCOC(=O)C1=C(C)N=c2s/c(=C\c3cc(OC)c(OC)cc3[N+](=O)[O-])c(=O)n2C1c1ccccc1Cl (stereo unspecified) was read as ROC1-CUL1 inh -6.
COc1cc(C2CC(=O)Nc3cc4c(cc32)OCCO4)cc(OC)c1O (stereo unspecified) was read as ROC1-CUL1 inh -4&13.
O=C(CSc1nc2sc3c(c2c(=O)n1-c1ccccc1)CCC3)Nc1ccccc1C(F)(F)F was read as ROC1-CUL1 inh 5.
CCOC(=O)c1sc2nc(C34CC5CC(CC(C5)C3)C4)cc(C(F)(F)F)c2c1N was read as ROC1-CUL1 inh 2.
CCCCn1c(NCc2cc(Cl)ccc2O)nc2ccccc21 was read as ROC1-CUL1 inh -1.
`COc1cc(/C=C2/SC(=O)NC2=O)cc(I)c1O` gave ROC1-CUL1 inh 14.

The listing continues:
Screening Cc1ccc(OCC(=O)Nc2ccc(S(=O)(=O)Nc3cc(C)nc(C)n3)cc2)c(Br)c1 returned ROC1-CUL1 inh 3.
Screening O=C(Nc1ccc(-c2ccn[nH]2)cc1)C1CCCN(Cc2ccc(CO)o2)C1 (stereo unspecified) returned ROC1-CUL1 inh 8.
`COc1ccc(-n2c(SCC(=O)NC3CCCCC3)nc3c([nH]c4ccccc43)c2=O)cc1` gave ROC1-CUL1 inh 0.
Screening Cc1ccc(N2C(S)=C(C#N)C(=O)NC2c2ccco2)cc1 (stereo unspecified) returned ROC1-CUL1 inh -1.
CC(=O)c1cccc(NC(=O)C2CCN(S(=O)(=O)c3ccc4c(c3)CCCN4C(C)=O)CC2)c1 was read as ROC1-CUL1 inh 5.
Screening Cc1ccc(C2C=C(c3ccccc3)OC(c3ccccc3)=C2C=C2C(=O)NC(=O)NC2=O)cc1 (stereo unspecified) returned ROC1-CUL1 inh 8.
CC1=C(C(=O)N2CCC(C3CCN(c4ncccn4)CC3)C2)OCCO1 (stereo unspecified) was read as ROC1-CUL1 inh 10.
`Cc1ccc(C)c(C(=O)CSc2nc(-c3ccccc3)nc3c2CCCC3)c1` gave ROC1-CUL1 inh 1.
For OC1CCCN(Cc2nc(-c3ccc(C(F)(F)F)cc3)no2)C1 (stereo unspecified) the results were ROC1-CUL1 inh 4.
Screening O=C(CCCN1C(=O)C(c2ccccc2)Oc2cccnc21)Nc1ccccc1C(F)(F)F (stereo unspecified) returned ROC1-CUL1 inh -1.
`CCOC(=O)C1=C(C)N=c2s/c(=C/c3ccc(OCc4cccc(C)c4)c(OC)c3)c(=O)n2C1c1cccc(OC)c1OCC` (stereo unspecified) gave ROC1-CUL1 inh 17.
`COc1cccc(CN2CCOc3ccc(C(O)CCc4ccccc4)cc3C2)c1` (stereo unspecified) gave ROC1-CUL1 inh 7.
For CCN1C(=O)S/C(=C/c2cc(C)n(-c3ccc(S(N)(=O)=O)cc3)c2C)C1=O the results were ROC1-CUL1 inh 3.
Cc1ccc(C)c(NC(=O)c2oc(=O)c3ccccc3c2-c2ccccc2)c1 was read as ROC1-CUL1 inh 1.
`N#Cc1c(NC(=O)CSc2nnc(Cc3ccccc3)o2)sc2c1CCCC2` gave ROC1-CUL1 inh -4.
For Cc1ncc2c(c1CNS(=O)(=O)c1ccsc1)CCN(C(=O)/C(F)=C/c1ccccc1)C2 the results were ROC1-CUL1 inh 7.
For O=S(=O)(c1ccccc1)c1nnn2c1nc(NC1CCCCC1)c1sccc12 the results were ROC1-CUL1 inh -8.
Screening Cc1cccc(CN2CCC(CNC(=O)Cn3ncc4c([nH]c5ccc(C)cc54)c3=O)CC2)c1 returned ROC1-CUL1 inh 1.
For Cc1cc(Br)cc(C=Nc2ccc(N3CCOCC3)cc2)c1O the results were ROC1-CUL1 inh 3.
Screening CCCN1C(=O)/C(=C\c2cccnc2)SC1=Nc1ccccc1 returned ROC1-CUL1 inh -7.
Screening COC(=O)c1sccc1S(=O)(=O)N(CC(=O)NCc1ccccc1)c1ccc(C)c(C)c1 returned ROC1-CUL1 inh -8.
COCN1C(=O)C(=O)c2ccccc21 was read as ROC1-CUL1 inh 1.
For O=C(NCCc1ccccn1)C1CC12CCN(C(=O)/C=C/c1cccc(F)c1F)CC2 (stereo unspecified) the results were ROC1-CUL1 inh 3.
Screening COc1ccc(S(=O)(=O)NC2CCCC2)cc1C returned ROC1-CUL1 inh -4.
For Cc1[nH]c2ccccc2c1C(=O)C(=O)NC1CC(=O)N(c2ccccc2)C1 (stereo unspecified) the results were ROC1-CUL1 inh 1.
Cc1ccccc1NCc1nc2ccccc2n1C was read as ROC1-CUL1 inh 9.
`CCc1ccc(-n2c(=O)c3sc4ccccc4c3n(CC(=O)NC3CCCC3)c2=O)cc1` gave ROC1-CUL1 inh 4.
`CC(C)c1ccc(/C=c2\sc3n(c2=O)C(=N)C(C#N)C(c2ccc(C(C)C)cc2)C=3C(N)=O)cc1` (stereo unspecified) gave ROC1-CUL1 inh -9.
`COc1ccc(NC(=O)CC2C(=O)N(c3ccc(Cl)cc3)C(=S)N2CCCN2CCOCC2)cc1` (stereo unspecified) gave ROC1-CUL1 inh 3.
`CCn1c(Cc2ccccc2)nnc1SCc1ccc(Br)cc1` gave ROC1-CUL1 inh 7.
Screening Cn1c(CN2CCN(c3cccc(Cl)c3)CC2)nc2ccccc21 returned ROC1-CUL1 inh 0.
Screening CC(C)(C)C1CCC(C(=O)NC2CCCCCC2)CC1 (stereo unspecified) returned ROC1-CUL1 inh -1.
CCOc1ccc(-n2nc3ccc(NC(=O)c4ccc(OC)c(Cl)c4)cc3n2)cc1 was read as ROC1-CUL1 inh 6.
For N#CC12CCCCC1n1nc([N+](=O)[O-])nc1O2 (stereo unspecified) the results were ROC1-CUL1 inh -2.
`CCCCOc1ccc(C(=O)Nc2nnc(SCc3ccccc3F)s2)cc1` gave ROC1-CUL1 inh 2.
Screening COc1ccc(C(=O)N2C[C@H](O)[C@@H](N(C)Cc3nonc3C)C2)cc1 returned ROC1-CUL1 inh 17.
Screening CS(=O)(=O)NCCOc1ccc(S(=O)(=O)NCc2ccccc2)cc1 returned ROC1-CUL1 inh -5.
Screening Cc1cccc(N2CCN(C(=O)CCc3c(C)nc4c(c3C)c(=O)n(C)c(=O)n4C)CC2)c1C returned ROC1-CUL1 inh 0.
Screening Cc1cccc(CNC(=O)c2cc3cc(S(=O)(=O)N4CCCCC4)ccc3n2C)c1 returned ROC1-CUL1 inh 3.
Screening CCOc1ccccc1CNCc1c(C(=O)O)c(C)n(Cc2ccc(C)cc2)c1C returned ROC1-CUL1 inh -2.
For COC(=O)c1c(NC(=O)c2ccc(C(C)(C)C)cc2)sc2c1CCC(C)C2 (stereo unspecified) the results were ROC1-CUL1 inh -5.
